# Screens from PubChem BioAssay.
# STK33 inh – inhibitors of human STK33 kinase; Q9BYT3; purified STK33, MBP phosphorylation, ADP-Glo luminescence; inhibition, % at 10 µM; 0.073% of 320,000 active; AID 2661;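 active = inhibition at or above 25%, using the most active replicate where run in duplicate; inactive = inhibition below 25%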
# Target sequence (Q9BYT3 whole entry, looked up): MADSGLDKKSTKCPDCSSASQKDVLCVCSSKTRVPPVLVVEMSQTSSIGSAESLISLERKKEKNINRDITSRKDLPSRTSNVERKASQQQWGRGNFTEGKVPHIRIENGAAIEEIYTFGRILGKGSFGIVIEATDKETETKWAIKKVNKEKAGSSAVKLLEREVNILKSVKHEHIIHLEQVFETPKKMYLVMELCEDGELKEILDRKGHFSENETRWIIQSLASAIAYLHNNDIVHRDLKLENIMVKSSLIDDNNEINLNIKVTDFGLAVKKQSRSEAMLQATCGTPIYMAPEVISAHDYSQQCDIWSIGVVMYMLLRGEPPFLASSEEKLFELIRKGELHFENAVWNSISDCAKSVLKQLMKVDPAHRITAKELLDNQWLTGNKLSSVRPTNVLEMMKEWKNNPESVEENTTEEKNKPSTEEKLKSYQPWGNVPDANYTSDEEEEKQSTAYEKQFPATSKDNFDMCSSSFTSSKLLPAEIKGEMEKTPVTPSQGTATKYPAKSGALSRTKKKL
# OX1R FRET antag – OX1R (human) antagonism. AID 485270. O43613. 1.8% of 330,000 active. OX1R-expressing cells, FRET antagonist read-out. inhibition, % at 6.6 µM; in the data active = inhibition mostly above about 38%, no sharp cut-off; inactive = mostly below about 40%;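 also: 0% = agonist challenge alone and 100% = reference antagonist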
# Target sequence (O43613 whole entry, looked up): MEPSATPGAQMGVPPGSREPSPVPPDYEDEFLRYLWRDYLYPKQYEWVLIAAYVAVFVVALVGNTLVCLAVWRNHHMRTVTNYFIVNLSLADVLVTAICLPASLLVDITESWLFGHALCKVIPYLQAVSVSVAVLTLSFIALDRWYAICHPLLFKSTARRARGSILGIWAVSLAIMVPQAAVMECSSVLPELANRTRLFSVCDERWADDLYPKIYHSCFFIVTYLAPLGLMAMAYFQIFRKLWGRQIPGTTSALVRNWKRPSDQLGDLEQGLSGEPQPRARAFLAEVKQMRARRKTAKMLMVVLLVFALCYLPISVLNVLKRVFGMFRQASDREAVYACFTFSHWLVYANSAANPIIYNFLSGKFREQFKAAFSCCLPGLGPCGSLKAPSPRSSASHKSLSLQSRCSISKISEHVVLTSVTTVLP
# * = called active by the depositor; / = no result given.
SMILES,STK33 inh,OX1R FRET antag
COC1(OC)N=C(N)C2(C#N)C(c3ccccc3)NC(C)=CC12C#N (stereo unspecified),0.4,20
CC(C)=CCN1CCN(Cc2c(C)nn(C)c2Cl)CC1CCO (stereo unspecified),-0.2,3
Cc1cccc(CSc2nnc(Cn3c(=O)sc4ccccc43)n2C)c1,-2.5,13
Cc1nc2ccccc2c2nc3ccccc3n12,0.9,7
CC(Sc1nnc(NC2CC2)s1)C(=O)Nc1ccc(S(N)(=O)=O)cc1 (stereo unspecified),-0.6,4
O=C(NCCN1CCOCC1)c1cc(-c2ccc(Cl)c(Cl)c2)on1,-0.5,9
COC(=O)[C@H](CC(C)C)NC(=O)N1CCN(c2cccc(C(F)(F)F)c2)CC1,-1.0,2
Cc1cnc(NC(=O)Cc2ccc(Br)cc2)s1,-1.2,6
O=C(NC(=S)N1CCN(Cc2ccc3c(c2)OCO3)CC1)c1ccc(Cl)cc1,-1.3,32
COCc1cc(C)[nH]c(=O)c1C(=O)NC12CC3CC(CC(C3)C1)C2,1.1,9
COC(=O)c1ccc(-n2c(C)cc(C(=O)COC(=O)C3=COCCO3)c2C)cc1,-0.6,13
O=C(C[C@H]1C/C=C\C[C@@H](NC(=O)OCC2c3ccccc3-c3ccccc32)C(=O)O[C@@H](c2ccccc2)CNC1=O)N[C@H](CO)Cc1ccccc1,0.2,6
CN(C(=O)c1ccc2c(c1)OCCO2)c1c(N)n(Cc2ccccc2)c(=O)[nH]c1=O,-0.2,11
CCCn1c(N)c(C(=O)COC(=O)CNC(=O)c2ccc(C)c(C)c2)c(=O)n(C)c1=O,/,6
COc1ccc([C@@H]2CC=C(C(=O)O)[C@H](c3ccccc3)N2S(=O)(=O)c2ccc(C)cc2)cc1OC,0.7,18
COCCOC(=O)C1=C(C)N(Cc2ccccc2)C(=O)NC1c1cccc(OC)c1OC (stereo unspecified),0.1,12
O=[N+]([O-])c1ccc(S(=O)(=O)N2CCSC2c2ccco2)cc1 (stereo unspecified),-0.2,44
Cc1nnc(N/N=C/c2cccc(C(F)(F)F)c2)n1N,0.8,22
CCS(=O)(=O)C1=NN2C(=N)/C(=C\c3ccc(OC(=O)c4ccco4)cc3)C(=O)N=C2S1,0.8,14
CC(=O)COc1coc(CN2CCN(c3ccc(F)cc3)CC2)cc1=O,-1.0,8

# Exported tab-delimited: part of the list above
Molecule	STK33 inh	OX1R FRET antag
CC(C)=CCN1CCN(Cc2c(C)nn(C)c2Cl)CC1CCO (stereo unspecified)	-0.2	3
Cc1cccc(CSc2nnc(Cn3c(=O)sc4ccccc43)n2C)c1	-2.5	13
Cc1nc2ccccc2c2nc3ccccc3n12	0.9	7
CC(Sc1nnc(NC2CC2)s1)C(=O)Nc1ccc(S(N)(=O)=O)cc1 (stereo unspecified)	-0.6	4
O=C(NCCN1CCOCC1)c1cc(-c2ccc(Cl)c(Cl)c2)on1	-0.5	9

# The results go on.
SMILES,STK33 inh,OX1R FRET antag
COCCNC(=O)c1cc2nc(-c3ccc(F)cc3)cc(C(F)(F)F)n2n1,0.3,25
COc1ccc(S(=O)(=O)N2CCCCC2)cc1NC(=O)c1[nH]c(C)c(C(C)=O)c1C,/,7
Nn1cc(-c2ccccc2)nc1SCC(=O)Nc1ccc2c(c1)OCO2,-1.9,27
O=C(c1cccc(Cl)c1)C1CCCN(C(=O)c2ccc3c(c2)OCO3)C1 (stereo unspecified),0.3,16
COC(=O)c1c(C)[nH]c(C(=O)COc2ccc3ccc(=O)oc3c2)c1C,-0.3,5
COCCNC(=O)C(Cc1c[nH]c2ccccc12)NC(=O)OCc1ccccc1 (stereo unspecified),0.8,9
O=[N+]([O-])C(=c1ccc2c(c1)N1C3=C(CCCC3)CC3CCCCC31N=2)[N+](=O)[O-] (stereo unspecified),-0.8,6
CCC(C)NC(=O)c1ccc(NC(=O)C2=C(C)OCCS2)cc1 (stereo unspecified),0.6,4
COc1ccc(NS(=O)(=O)c2cccc(N3CC(O)=C(c4ccccc4)C3=N)c2)cc1,-1.3,8
Cc1c(Cl)cccc1NC(=O)COC(=O)Cn1cnc2c1c(=O)n(C)c(=O)n2C,0.2,-1
CN1CCOCCOc2ccccc2OCCOCC1,-2.5,-2
CCOc1ccc(-n2c(-c3ccccc3)nnc2-c2ccccc2)cc1,-0.9,30
CCOC(=O)C1=C(NC(=S)NC(=O)c2ccccc2)c2ccccc2CC1C(C)C (stereo unspecified),0.4,20
Cc1cc(=O)[nH]c2c1c(C)nn2-c1ccccc1,0.3,10
COc1ccc(Cl)cc1NC(=S)NCCC(c1ccccc1)c1ccccc1,-0.7,28
CCC(=O)Nc1cc2c3c(c1)CCC(=O)N3CCC2,-0.7,11
CCCCc1nnc(NC(=O)C(=O)OCC)s1,0.7,12
CCOc1ccc(C2C(C(=O)c3ccco3)=C(O)C(=O)N2CCCn2ccnc2)cc1OC (stereo unspecified),-0.1,14
CC(=O)Nc1nc(C)c(Cc2ccccc2)c(=O)[nH]1,-1.0,9
CC[C@]12c3[nH]c4cc(-c5ccco5)ccc4c3CCN1C(=O)[C@@H](CC(=O)NCCc1ccccn1)C[C@@H]2C(=O)N1CCN(C(=O)C2CC2)CC1,/,13
CCOC(=O)C1(Cc2cccc(F)c2)CCN(CC2CC2)CC1,14,12
COc1ccc(S(=O)(=O)N2CCOC2CNC(=O)C(=O)NCCc2c[nH]c3ccccc23)cc1 (stereo unspecified),0.0,14
COC(=O)[C@]1(C)N[C@H](c2ccc(-c3ccc(Cl)c(Cl)c3)c(OC)c2)[C@@H]2C(=O)N(C)C(=O)[C@@H]21,-0.6,16
CCOc1ccccc1-n1c(SCC(=O)NC(C)(C)C)nnc1-c1ccoc1C,0.1,27
O=C(Cn1c(NCCO)nc2ccccc21)c1ccc(F)cc1,0.0,-9
CC(=O)NCC(=O)NC(Cc1ccccc1)C(N)=O (stereo unspecified),-1.6,2
O=CN/C=C/c1cc(O)ccc1O,-1.2,14
Cc1ccc(C(=O)Nc2ccccc2C(=O)O)cc1S(=O)(=O)NCc1ccccc1,-1.8,13
CCOC(=O)C1CCN(C(=O)CCc2nnc3ccc(N4CCN(C)CC4)nn23)CC1,-0.9,14
c1ccc(C2CCC3(CC2)Oc2ccccc2C2CC(c4cccnc4)=NN23)cc1 (stereo unspecified),-0.4,6
CC(=O)c1cccc(NC(=O)C2C3C=CC(C3=C(c3ccccc3)c3ccccc3)C2C(=O)O)c1 (stereo unspecified),0.2,14
CCCNC(=O)C12CCC(C)(C(=O)O1)C2(C)C (stereo unspecified),-0.2,4
Cc1nc(NCCc2ccccc2)c2nnn(Cc3ccccc3)c2n1,/,10
Cc1ccc(C(=O)N/C(=C\c2ccc(-c3cccc([N+](=O)[O-])c3)o2)C(=O)NCCCN(C)C)cc1,0.5,41
COc1ccccc1C(=O)OCC#CCSc1nnc(-c2cccc3ccccc23)o1,0.3,49*
Cc1cccn2c(=O)c3cc(C(=O)NC4CCCCC4)n(C)c3nc12,-0.6,12
COc1ccc(/C(C)=N/NC(=O)c2nc(C)cc(C)n2)cc1,0.6,26
Cc1ccc2c(C(=O)CCl)c(C)[nH]c2c1,-1.5,13
COc1ccc(OCC(=O)NNC(=S)NC(=O)C2CC2)cc1,0.1,/
C=CCN=C1CCCc2c1[nH]c1ccc(C)cc21,/,11
CC(C)OC(=O)C1C2C=CC3(CN(CC4CCCO4)C(=O)C13)O2 (stereo unspecified),1.0,22
COC(=O)C1=C(C)N(C)C(C)=C(C(=O)OC)C1c1cccc(Br)c1,0.0,-1
O=C(CCC(=O)NNc1nc2ccccc2c2nc(-c3ccccc3)nn12)NCCCN1CCOCC1,-0.3,23
CC1CN(S(=O)(=O)c2csc(C(=O)Nc3ccccc3)c2)CC(C)O1 (stereo unspecified),-0.3,32
Cc1nnc(C)n1/N=C/c1cc(Br)ccc1O,-0.1,20
Cc1cc(Cl)ccc1OCCCC(=O)NCC1CCCO1 (stereo unspecified),-1.9,15
Cc1ccc(S(=O)(=O)c2cc3c(=O)n4ccccc4nc3n(CCc3ccccc3)c2=N)cc1,3.9,17
CC(=O)Nc1ccc2[nH]ccc2c1,1.7,12
CCOc1ccccc1N1CCN(C(=O)CCCN2C(=O)c3cccc4cccc(c34)C2=O)CC1,-0.7,20
CCc1cccc(NC(=O)CCCn2nc(CC)n3c(cc4occc43)c2=O)c1,1.7,42*
O=C(O)c1cc([N+](=O)[O-])ccc1NCCO,-2.6,33
COc1ccc(C(=O)Nc2ccc(Cl)cc2C(=O)NCc2ccco2)cc1,-0.4,10
O=C1c2ccccc2C(Nc2ccc(Cl)cn2)N1Cc1ccccc1 (stereo unspecified),-1.0,18
Oc1ccc(/C=N/NC(=S)N/N=C/c2ccc(O)cc2)cc1,30*,19
Cc1onc(-c2ccccc2Cl)c1C(=O)N1CCN(C=O)CC1,-0.1,4
CCc1ccc(NC2=NCC(=O)N2Cc2ccc3c(c2)OCO3)cc1,-1.0,21
CS(=O)(=O)C1=NSC2=NC(=O)/C(=C\c3ccc(OS(=O)(=O)c4ccccc4)cc3)C(=N)N21,6.5,0
CCCCCOC(=O)Cn1c(N2CCOCC2)nc2c1c(=O)[nH]c(=O)n2C,-1.1,10
COc1ccc(CCCC(=O)NC2CCCCC2)cc1,0.5,8
c1cn(CCCNc2ncnc3nc[nH]c23)cn1,1.3,10

# Already shown: entries from further up.
SMILES,STK33 inh,OX1R FRET antag
CC(C)OC(=O)C1C2C=CC3(CN(CC4CCCO4)C(=O)C13)O2 (stereo unspecified),1.0,22
COC(=O)C1=C(C)N(C)C(C)=C(C(=O)OC)C1c1cccc(Br)c1,0.0,-1
O=C(CCC(=O)NNc1nc2ccccc2c2nc(-c3ccccc3)nn12)NCCCN1CCOCC1,-0.3,23
CC1CN(S(=O)(=O)c2csc(C(=O)Nc3ccccc3)c2)CC(C)O1 (stereo unspecified),-0.3,32
Cc1nnc(C)n1/N=C/c1cc(Br)ccc1O,-0.1,20
Cc1cc(Cl)ccc1OCCCC(=O)NCC1CCCO1 (stereo unspecified),-1.9,15

# (more compounds)
SMILES,STK33 inh,OX1R FRET antag
Cc1noc(NS(=O)(=O)c2ccc(NC(=O)c3ccc(OC(C)C)cc3)cc2)c1C,0.2,2
Cc1cccc(NC(=O)COn2nnc3ccc(S(C)(=O)=O)cc32)c1,/,5
COC(=O)CCC(=O)OC1(C)C(=O)C=C2C=C(C3CC3)N(c3ccc(CO)cc3)C=C2C1=O (stereo unspecified),-0.1,27
N#Cc1c(C(F)(F)F)cc(-c2ccccc2)[nH]c1=O,-0.9,34
CCc1nnc(NC(=O)c2cccs2)s1,-0.7,-2
O=C(CN1c2cccc3cccc(c23)S1(=O)=O)NCCc1ccccc1,-1.6,13
CCc1ccc2c(c1)C(c1ccc(N3CCOCC3)cc1)=NNC(c1ccncc1)=N2,/,13
CCOc1ccccc1N1CCN(CC(=O)NC(C)c2ccccc2)CC1 (stereo unspecified),-0.9,2
COc1cccc(NC(=O)COC(=O)c2sccc2C)c1,-0.3,6
COc1nnc(-c2ccc(N3CCOCC3)c(NC(=O)c3ccc(C)cc3)c2)c2ccccc12,0.1,24
Cc1ccc2c(c1)[C@@H]1[C@H](CO2)[C@H](c2ccccc2)[C@@]2(C)C(=O)N[C@H](C)C(=O)N12,-0.3,5
COc1ccc(NC(=O)C2CCCN(S(C)(=O)=O)C2)cc1 (stereo unspecified),0.0,12
COCCN(C(=O)COC(=O)CCC(=O)c1ccc(C)cc1)c1c(N)n(Cc2ccccc2)c(=O)[nH]c1=O,-0.3,22
O=[N+]([O-])c1cccc(CSc2cccc[n+]2[O-])c1,-0.6,63
O=C(CSc1nnc(CNC(=O)c2ccccc2)o1)NCc1ccc(F)cc1,-0.4,15
Cc1cc(C)n(-c2ccc(NC(=O)C3CCN(Cc4cc(C)c(C)o4)CC3)cc2)n1,-1.3,7
Cc1ccc(NC(=O)C(=O)NNC(=O)c2ccccc2C)cc1Cl,0.1,8
COc1ccc(-c2csc(NC(=O)[C@H](C)N3C(=O)C4CC=CCC4C3=O)n2)cc1OC (stereo partly specified),-1.3,20
COc1ccc(CCNC(=O)CSc2nc3ccccc3c3nc(CCN4CCCCC4)nn23)cc1OC,-1.6,3
O=C(CCS(=O)(=O)c1ccccc1)Nc1nc(-c2ccc(F)cc2)cs1,-0.6,28
O=C(c1cccs1)n1nc(-c2ccccc2)nc1NCc1ccco1,0.5,13
Cc1ccc(-n2c(-c3nn(C)cc3Cl)n[nH]c2=S)cc1,-1.1,19
CNc1ccccc(-c2ccc3ccccc3n2)c1=O,/,28
COc1ccc2c(c1)c1ncn(CCCN3CCOCC3)c(=O)c1n2C,-0.5,7
N#Cc1c(N2CCN(C(=O)c3ccco3)CC2)nc(-c2ccccc2)c2c1CCCC2,-2.2,13
O=C1Nc2ccccc2Nc2ccccc21,-0.6,-10
O=C(Nc1ccc2oc(-c3ccccc3F)nc2c1)c1ccco1,0.1,27
CCOc1c(CNCCN2CCOCC2)cccc1OC,-1.2,2
COc1ccc(S(=O)(=O)N2CCCC2)cc1C(=O)O,4.0,10
